# PP1 counter: PP1-alpha phosphatase inhibitors, primary screen, counter-screen for PP5 inhibitor project, biochemical, fluorescence, OMFP substrate, single point; Serine/threonine-protein phosphatase PP1-alpha catalytic subunit (Homo sapiens), P62136; purified PP1alpha; inhibition, % at 6.7 µM; actives 0.9% (n = 320,000);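 active = inhibition above the mean inhibition of all tested compounds plus 3 SD, computed separately for each screening campaign, cut at about 15% in these data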
# Target sequence (P62136 whole entry, looked up): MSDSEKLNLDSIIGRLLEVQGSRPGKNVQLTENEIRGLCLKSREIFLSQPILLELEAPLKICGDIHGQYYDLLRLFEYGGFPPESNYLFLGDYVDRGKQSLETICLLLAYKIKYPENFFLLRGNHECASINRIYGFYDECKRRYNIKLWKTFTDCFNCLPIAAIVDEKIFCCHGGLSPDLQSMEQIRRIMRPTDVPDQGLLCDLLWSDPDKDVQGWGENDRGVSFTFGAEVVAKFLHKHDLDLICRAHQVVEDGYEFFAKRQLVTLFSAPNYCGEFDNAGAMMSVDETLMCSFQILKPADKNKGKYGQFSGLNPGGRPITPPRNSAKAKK
# proCasp7 act: procaspase-7 activators, primary screen, counter-screen for procaspase-3 activator project, biochemical, absorbance, HTS, human; recombinant procaspase-7, Ac-DEVD-pNA absorbance 405 nm; D23A/D198A/D206A triple mutant, cannot self-cleave; scale: DMSO 0, 5 µM enzyme 100; actives 0.093% (n = 330,000); activation, % at 8.5 µM;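 active = percent activation above the screen-wide mean plus 3 SD, cut at about 25% in these data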
# Target sequence (P55210 whole entry D23A/D198A/D206A): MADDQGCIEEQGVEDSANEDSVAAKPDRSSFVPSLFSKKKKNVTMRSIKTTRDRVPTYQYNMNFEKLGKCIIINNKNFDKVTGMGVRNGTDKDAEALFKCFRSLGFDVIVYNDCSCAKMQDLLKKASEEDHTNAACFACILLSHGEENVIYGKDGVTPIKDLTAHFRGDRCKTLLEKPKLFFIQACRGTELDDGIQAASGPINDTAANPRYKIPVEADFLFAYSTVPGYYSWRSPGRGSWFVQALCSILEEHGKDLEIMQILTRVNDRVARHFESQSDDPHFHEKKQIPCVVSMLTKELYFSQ
#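 Detection: p-Nitroaniline absorbance at 405 nm, read at 0 and 120 min; system: Uncleavable procaspase-7 mutant enzyme; evaluation: % activation from two-timepoint absorbance difference, scaled to controls; times: 1 h enzyme–compound preincubation and 2 h substrate reaction, both 25 °C; buffer or medium: Zinc-free HEPES pH 7.4 with 300 mM NaCl, 0.01% Triton X-100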
# CTSL1 counter: Fasciola hepatica cathepsin L1 inhibitors, primary screen, counter-screen for PFM18AAP inhibitor project, biochemical, QFRET, fluorogenic peptide substrate | inhibition, % at 5.96 µM | recombinant F. hepatica cathepsin L1, Z-Leu-Arg-MCA fluorescence | actives 0.49% (n = 300,000);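 active = inhibition above the mean of all tested compounds plus 3 SD, set per screening campaign, cut at about 17% in these data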;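 also: 0% = plate median of test compound wells and 100% = 1 µM Z-Phe-Ala-diazomethylketone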
# procasp3 activ: activators of human procaspase-3 D3A mutant, primary screen, biochemical, absorbance, PC-3 D3A mutant, single concentration | Caspase-3 (Homo sapiens), P42574 | recombinant procaspase-3 D3A, Ac-DEVD-pNA absorbance 405 nm | activation, % at 8.5 µM | actives 0.11% (n = 330,000);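 active = activation above the mean of all tested compounds plus 3 SD, cut at about 21% in these data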;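 also: 0% = DMSO alone and 100% = DMSO wells spiked with extra 5 µM PC-3 D3A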
#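 Assay system – Procaspase-3 D3A mutant, all three cleavage aspartates alanine · Controls – DMSO-only low control, 5 µM PC-3 D3A high control · Schedule – 1 h compound preincubation, 2 h substrate hydrolysis at 25 °C · Signal – 405 nm absorbance of p-nitroaniline, reads at 0 and 120 min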
# HCV core dimer: inhibitors of HCV core protein dimerization, primary screen, biochemical, TR-FRET, high-throughput; TR-FRET GST/Flag-core106 dimerization, 1536-well; inhibition, % at 5 µM; actives 0.33% (n = 300,000); AID 1899, 2009;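 active = inhibition above the mean of all tested compounds plus 3 SD, set per screening campaign, cut at about 45% in these data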
#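 System – GST-tagged and Flag-tagged HCV core protein residues 1-106 · Repeats – one well for each compound · Technique – TR-FRET 671 and 617 nm emission · Doses – one concentration, 5 µM, in 0.5% DMSO · Times – 4 h, 22.5 °C incubation · Also added – Eu donor and XL665 acceptor anti-tag antibodies · Measure – percent inhibition of core106 dimerization signal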
# VLA-4 inh: inhibition in human VLA-4 binding assay, primary screen, VLA-4 allosteric modulator project, MLPCN library, flow cytometry, VLA-4 expressing cells; actives 0.2% (n = 330,000); ligand binding flow cytometry; Integrin alpha-4 (Homo sapiens), P13612; inhibition, % (about 7 µM as worked out from the volumes in the protocol); in the data active = inhibition above about 50%
# JMJD2C inh: inhibitors of GASC-1 histone demethylase, primary screen, biochemical, fluorescence, DELFIA europium; GST-JMJD2C(1-420) H3K9me3 demethylation; inhibition, % at 2.35 µM; actives 0.069% (n = 330,000); AID 2099, 2009;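 active = more than half of a compound's replicate wells show inhibition beyond 50%, single wells judged on their own value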;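 also: signal counts dimethyl H3K9 product captured on neutravidin plate; 0% = median of DMSO wells and 100% = 0.3 times that DMSO median; strong numbers were not always called active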
# Target sequence (Q9H3R0 1-420 limits assumed): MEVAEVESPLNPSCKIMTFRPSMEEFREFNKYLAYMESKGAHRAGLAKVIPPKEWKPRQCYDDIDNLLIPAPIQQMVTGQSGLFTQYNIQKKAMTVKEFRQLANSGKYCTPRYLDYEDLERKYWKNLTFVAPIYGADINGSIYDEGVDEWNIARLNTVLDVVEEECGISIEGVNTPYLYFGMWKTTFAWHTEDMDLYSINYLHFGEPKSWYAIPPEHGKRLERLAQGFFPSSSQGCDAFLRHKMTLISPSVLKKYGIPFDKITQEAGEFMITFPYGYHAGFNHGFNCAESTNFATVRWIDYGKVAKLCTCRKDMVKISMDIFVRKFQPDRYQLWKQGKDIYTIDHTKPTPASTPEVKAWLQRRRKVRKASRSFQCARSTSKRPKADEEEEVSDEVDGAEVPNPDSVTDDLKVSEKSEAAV
# PP5 inh: PP5 phosphatase inhibitors, primary screen, biochemical, fluorescence; inhibition, % at 6.7 µM; actives 0.18% (n = 320,000); Serine/threonine-protein phosphatase 5 (Homo sapiens), P53041; purified PP5c, OMFP substrate fluorescence;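 active = inhibition above the campaign's mean inhibition across all tested compounds plus 3 SD, cut at about 9.5% in these data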;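 also: 0% = DMSO only and 100% = 100 µM cantharidin control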
# GRK2 aptamer HTS: compounds blocking aptamer binding on GRK2 – biochemical, human GRK2, bead flow cytometry, HTS, primary screen; Beta-adrenergic receptor kinase 1 (Homo sapiens), P25098; FAM-aptamer displacement from GRK2; inhibition of aptamer binding, % at 10 µM; actives 0.59% (n = 330,000); AID 488847, 2010;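 active = inhibition of aptamer binding above 40%, roughly 3 SD of noise, on plates passing a quality check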;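 also: median bead fluorescence of bound FAM aptamer so fluorescent compounds give negative values; no value below 0 was filed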
# An asterisk follows results filed as active; · = no result given; & = joins results of further samples. No enrichment for hits; overall some 2.6% were active at least once.
SMILES,PP1 counter,proCasp7 act,CTSL1 counter,procasp3 activ,HCV core dimer,VLA-4 inh,JMJD2C inh,PP5 inh,GRK2 aptamer HTS
Cc1nc(SCC(=O)NC(=O)NCc2ccco2)nc(C)c1C,-3,3,-1,-3,0,-2,-3,0.6,5
Cc1ccccc1NCc1nc2ccccc2n1C,1,15,-6,0,6,13,-2,-1.1,0
S=C(NCCc1ccccc1)N1CCCCC1,-2,-1,-1,3,-12,4,47,5.0,0
O=c1oc(-c2cccc([N+](=O)[O-])c2)nc2ccccc12,-1,4,0,-5,12,4,-7,0.9,2
COC(C(=O)N/N=C/c1ccc(OCC(=O)N2CCOCC2)cc1)c1ccccc1 (stereo not given),-2,7,-3,3,2,-4,-15,-0.2,3
CCOC(=O)C1(CC2CCCCO2)CCN(Cc2cc(F)ccc2-n2cccn2)CC1 (stereo not given),4,-1,4,1,-1,14,12,-0.4,0
CC1(C)Cc2c(sc(NC(=O)C(=O)NCC3CCCO3)c2C(=O)O)CO1 (stereo not given),2,2,-2,-2,-10,2,-9,2.1,0
CCN(CC(=O)Nc1ccc(NC(C)=O)cc1)C(=O)c1ccc(COc2ccccc2)o1,-3,-1,·,-4,·,15,-2,-0.9,3
C/C=C/C(=O)OCC(=O)Nc1nc2ccc(C)cc2s1,-2,12,-19,8,19,6,-12,1.6,0
CCOC(=O)CN1CC23C=CC(O2)C(C(=O)Nc2ccc(OC)cc2OC)C3C1=O (stereo not given),-2,-8,1,-2,1,-20,-3&3,-1.0,0
CCOc1ccc2cc(C#N)c(SCC(=O)NC(C)CC)nc2c1 (stereo not given),-1,10,3,2,11,-10,-19,2.0,0
COc1ccc(S(=O)(=O)NC(C)C)cc1-n1cnnn1,-3,2,-1,8,2,8,-47,2.0,2
COc1ccc2[nH]c3c(=O)n(CCCCC(=O)N4CCCC4)c(=S)[nH]c3c2c1,36*,9,-5,-1,9,·,-28,2.4,2
COc1ccc(OCc2cc(C(=O)N3CCSCC3)no2)c(Cl)c1,0,0,-2,1,-14,6,-1,0.4,3
Cn1c(=O)c2c(nc(N3CCOCC3)n2CC(=O)C23CC4CC(CC(C4)C2)C3)n(C)c1=O,1,-9,1,-1,5,-6,16,3.5,0

# Reprinted at random: 3 records from the list
SMILES,PP1 counter,proCasp7 act,CTSL1 counter,procasp3 activ,HCV core dimer,VLA-4 inh,JMJD2C inh,PP5 inh,GRK2 aptamer HTS
CCOC(=O)C1(CC2CCCCO2)CCN(Cc2cc(F)ccc2-n2cccn2)CC1 (stereo not given),4,-1,4,1,-1,14,12,-0.4,0
COc1ccc(OCc2cc(C(=O)N3CCSCC3)no2)c(Cl)c1,0,0,-2,1,-14,6,-1,0.4,3
CCOc1ccc2cc(C#N)c(SCC(=O)NC(C)CC)nc2c1 (stereo not given),-1,10,3,2,11,-10,-19,2.0,0

# The list continues.
SMILES,PP1 counter,proCasp7 act,CTSL1 counter,procasp3 activ,HCV core dimer,VLA-4 inh,JMJD2C inh,PP5 inh,GRK2 aptamer HTS
Cc1cccc(C)c1Nc1c(-c2ccc(N3CCOCC3)cc2)nc2ncccn12,-5,1,3,-1,-28,3,2,1.7,0
Cc1ccc(-n2nc3c(c2NC(=O)c2ccc4c(c2)OCO4)CS(=O)(=O)C3)cc1,-1,5,-1,3,-3,-4,-4,1.6,2
CCCn1c(=O)c(C(=O)Nc2ccccc2)c(O)c2ccccc21,-5,5,-5,-1,1,9,-9,-1.0,1
CCOc1ccc(C(=O)NCC(=O)NCC(c2ccc(OC)cc2)N2CCOCC2)cc1OCC (stereo not given),-3,7,-2,4,-1,0,7,-1.6,0
CCCOc1c(Cl)cc(/C=N/O)cc1OCC,-1,-1,-3,-2,-5,20,-7,0.6,0
NC(=O)c1nnn(-c2ccc([N+](=O)[O-])cc2)c1-c1ccccc1,-5,1,3,6,-2,7,4,-2.3,0
COc1ccc(-c2n[nH]c(C)c2-c2ccc(Cl)cc2)c(O)c1,-1,3,8,4,-6,-3,-12,8.5,5
O=C1CCC(C(=O)NC2(C(=O)NC3CCCCC3)CCCCC2)N1 (stereo not given),-9,0,10,-8,-17,-8,2,0.3,3
O=C(C1CCCN(S(=O)(=O)c2cccnc2)C1)N1CCN(c2ccccn2)CC1 (stereo not given),-7,1,2,2,0,-2,-6,-1.4,2
CCCC(=O)Nc1cc2c(cc1C(C)=O)OCCO2,2,6,-4,2,-1,15,7,-1.5,1
O=S(=O)(c1ccc2ccccc2c1)N1CCCCCC1,-1,-3,1,-4,3,24,-15,4.8,0
COc1ccc(Oc2ccc(N/C=C3/CCCC3=O)cc2)cc1,2,-1,2,-3,8,-3,-12,1.7,0
CC(=O)NCCn1c(SCC(=O)Nc2ccc(C)cc2)nc2ccccc2c1=O,0,4,2,1,7,2,-1,0.6,2
COc1cccc(-c2nc(CS(=O)(=O)CC(=O)Nc3ccccc3Br)c(C)o2)c1,1,-16,1,-4,4,36,-9,3.3,1
COc1ccc(OC)c(NC(=O)CSc2nc3ccccc3c(=O)n2CCNC(C)=O)c1,-3,0,-4,-4,6,-4,-1,3.0,12
N#Cc1cccc(NC(=O)CN2C(=O)NC3(CCCCCC3)C2=O)c1,-1,-2,·,1,·,4,-2,-0.8,1
COC(=O)c1ccccc1NC1=C/C(=N\S(=O)(=O)c2ccc(C(=O)O)cc2)c2ccccc2C1=O,5,-25,47*,-12,23,4,18,8.6,3
O=C(CN1CCN(c2ccccc2O)CC1)Nc1ccccc1C(=O)NCCc1ccccc1,1,6,·,2,·,-10,-19,3.2,0
CC(C)(C)C1(O)CC(C(F)(F)F)=NN1C(=O)CCCc1ccccc1 (stereo not given),0,-8,1,-4,5,8,21,4.0,1
COc1cc2c3c(c1)c(C1=NC(=S)NC1=O)c(O)n3C(C)(C)C=C2C,-3,-10,-2,9,13,-30,-4,1.9,0
CN(C)C(=O)c1ccc(NS(=O)(=O)c2ccc3c(c2)OCCO3)cc1,-3,7,0,4,2,12,6,1.5,1
COCCCNC(=S)N1CCN(S(=O)(=O)c2ccc(OC)cc2)CC1,-4,8,1,2,-3,3,4,0.2,0
Cc1ccccc1Nc1nc(N)nc(COC(=O)c2ccc([N+](=O)[O-])o2)n1,-1,23,·,4,·,-4,·,0.2,4
Cc1ccc(C(=O)N2CCCCC2)cc1S(=O)(=O)N1CCCC1,-2,10,0,-6,-3,6,1,-0.7,1
c1ccc(C(c2nnnn2Cc2ccco2)N2CCN(C3CCCC3)CC2)cc1 (stereo not given),0,-3,-3,13,-2,10,73,2.2,0
CC1CCN(c2c(NCC3CCC(C(=O)Nc4ccccn4)CC3)c(=O)c2=O)CC1 (stereo not given),-4,6,1,1,0,0,0,-1.0,4
CC(=O)N1CCc2cc(Br)cc(S(=O)(=O)N3CCCCC3)c21,-2,1,-4,2,0,19,0,2.3,0
CCCCN1C(=O)CN(CCc2ccccc2)C(=O)C1c1ccc(OC)cc1 (stereo not given),-2,-7,-5,0,-4,-8,24,3.7,0
CC12COC3(C(=O)Nc4ccccc4)CC1CCC32C (stereo not given),-1,0,4,7,2,-3,-6,-1.0,2
Cc1ccc(-c2n[nH]c(S(C)(=O)=O)c2C#N)cc1,-3,0,-1,-8,1,6,2,0.8,1

# Just procasp3 activ, proCasp7 act and HCV core dimer (two entries from above):
SMILES,procasp3 activ,proCasp7 act,HCV core dimer
O=C(CN1CCN(c2ccccc2O)CC1)Nc1ccccc1C(=O)NCCc1ccccc1,2,6,·
CC(C)(C)C1(O)CC(C(F)(F)F)=NN1C(=O)CCCc1ccccc1 (stereo not given),-4,-8,5

# New compounds follow:
SMILES,PP1 counter,proCasp7 act,CTSL1 counter,procasp3 activ,HCV core dimer,VLA-4 inh,JMJD2C inh,PP5 inh,GRK2 aptamer HTS
COc1ccc(C(=O)Nc2cccc(C(=O)NCc3ccco3)c2)cc1,-1,-1,-4,-4,-2,-3,-23,0.8,0
CCCCCCNC(=O)CCNS(=O)(=O)c1ccc(C)cc1,-8,0,-4,-5,-4,19,1,1.5,0
CSCC[C@H](NC(=O)OC(C)(C)C)C(=O)N1CCC(C(=O)N[C@@H](C)C(=O)O)CC1,-2,-6,-1,3,-3,11,3,0.6,0
CCOC(=O)C1C(=O)CC(C)(O)C(C(=O)OCC)C1c1cccs1 (stereo not given),-4,-2,3,2,-1,11,-1,3.1,0
Cc1cc(C(=O)NN=C2CC(=O)CC(C)(C)C2)c(C)o1,·,5,·,-5,·,13,·,·,1
CS(=O)(=O)N1CC(C(=O)NC2CCCC2)Oc2ccc(Cl)cc21 (stereo not given),2,2,1,-1,-4,16,4,0.9,5
O=C(Nc1cc(S(=O)(=O)N2CCCC2)ccc1Cl)c1cc(F)c(F)c(F)c1F,·,4,·,-3,·,14,10,·,5
COc1ccc(-c2nc3ccccc3o2)cc1NC(=O)c1ccc(Br)o1,8,-7,2,-1,8,-5,21,3.7,0
CC(C)(C)c1cc(C(=O)NNc2cc(C(F)(F)F)ccc2Cl)n(Cc2ccccc2)n1,4,-6,1,-7,5,4,-37,1.7,0
C=CCC[C@@H](Cc1ccc(F)cc1)C(=O)O[C@H](CNC(=O)[C@@H](CC=C)CC(=O)N[C@H](CO)Cc1ccccc1)c1ccccc1,·,7,·,2,·,2,·,·,0
C#CCNC(=O)C1=C[C@H](c2ccc(Br)cc2)[C@@H](CCCO)[C@H](OCC)O1,2,14,1,0,-1,-2,25,0.0,0
CCOC(=O)c1ccccc1NC(=O)COC(=O)CCC(=O)c1ccc(C)cc1,-1,-4,-31,-3,3,-1,28,3.5,0
CN(C)c1ccc(-c2nn3c(C4CCCCC4)nnc3s2)cc1,-2,-3,5,5,11,-1,-13,2.3,0
COc1ccc(-n2c(Cc3cccn3C)nnc2SCC(=O)NCC2CCCO2)cc1 (stereo not given),0,-4,0,7,2,35,-5&1,3.8,0
CCCc1cc(=O)oc2cc(OCC(=O)NCc3cccs3)ccc12,-1,6,2,6,6,3,4,3.8,0
COc1ccc(C2C(C(=O)OC(C)C)=C(C)N=c3s/c(=C\c4cccs4)c(=O)n32)cc1 (stereo not given),-2,13,0,5,8,5,-1,1.1,2
O=C(COC(=O)c1c(Cl)ccc(Cl)c1Cl)NC1CCS(=O)(=O)C1 (stereo not given),-1,0,0,6,0,4,-16,1.1,0
N#CCC1c2ccccc2CCN1C(=O)Nc1cccc(C(F)(F)F)c1 (stereo not given),-14,-4,-6,0,-1,7,41,6.7,0

# Assay outcomes: PubChem, several laboratories
